Eya2 phos inh: inhibitors of human Eya2 phosphatase activity. O00167. recombinant Eya2, OMFP fluorescence dephosphorylation (OMFP is methylfluorescein phosphate). Potency, µM (highest dose often 76.9 µM), for inactives: at the top dose activity, negative = inhibition, hits mostly inhibitors. actives 0.006% (n = 330,000). AID 488837; further: potency means the concentration at half of the fitted maximal effect; on the % scale 0 is the no-effect control and ±100 the full control effect
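Eya2 (0.2 uM) preincubated 10 min at ambient with compound, then OMFP substrate added at 50 uM; 10 min reaction in 50 mM HEPES pH 7.5, 50 mM NaCl, 5 uM MgCl2, 0.05% BSA, 1 mM DTT. Fluorescence read at Ex 485/Em 525 nm.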
KCNH2 WT inh: inhibitors of human wildtype KCNH2 potassium channel; activity change, % at 1.84 µM; U2OS, BacMam KCNH2, thallium flux FluxOr; stronger effect = lower value; actives 0.37% (n = 340,000);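 active means maximum activity change below -70%; inconclusive means maximum activity change between -70% and -50%; inactive means maximum activity change above -50%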; further: on the % scale 0 is the no-effect control and ±100 the full control effect
Target sequence (Q12809 whole entry, looked up): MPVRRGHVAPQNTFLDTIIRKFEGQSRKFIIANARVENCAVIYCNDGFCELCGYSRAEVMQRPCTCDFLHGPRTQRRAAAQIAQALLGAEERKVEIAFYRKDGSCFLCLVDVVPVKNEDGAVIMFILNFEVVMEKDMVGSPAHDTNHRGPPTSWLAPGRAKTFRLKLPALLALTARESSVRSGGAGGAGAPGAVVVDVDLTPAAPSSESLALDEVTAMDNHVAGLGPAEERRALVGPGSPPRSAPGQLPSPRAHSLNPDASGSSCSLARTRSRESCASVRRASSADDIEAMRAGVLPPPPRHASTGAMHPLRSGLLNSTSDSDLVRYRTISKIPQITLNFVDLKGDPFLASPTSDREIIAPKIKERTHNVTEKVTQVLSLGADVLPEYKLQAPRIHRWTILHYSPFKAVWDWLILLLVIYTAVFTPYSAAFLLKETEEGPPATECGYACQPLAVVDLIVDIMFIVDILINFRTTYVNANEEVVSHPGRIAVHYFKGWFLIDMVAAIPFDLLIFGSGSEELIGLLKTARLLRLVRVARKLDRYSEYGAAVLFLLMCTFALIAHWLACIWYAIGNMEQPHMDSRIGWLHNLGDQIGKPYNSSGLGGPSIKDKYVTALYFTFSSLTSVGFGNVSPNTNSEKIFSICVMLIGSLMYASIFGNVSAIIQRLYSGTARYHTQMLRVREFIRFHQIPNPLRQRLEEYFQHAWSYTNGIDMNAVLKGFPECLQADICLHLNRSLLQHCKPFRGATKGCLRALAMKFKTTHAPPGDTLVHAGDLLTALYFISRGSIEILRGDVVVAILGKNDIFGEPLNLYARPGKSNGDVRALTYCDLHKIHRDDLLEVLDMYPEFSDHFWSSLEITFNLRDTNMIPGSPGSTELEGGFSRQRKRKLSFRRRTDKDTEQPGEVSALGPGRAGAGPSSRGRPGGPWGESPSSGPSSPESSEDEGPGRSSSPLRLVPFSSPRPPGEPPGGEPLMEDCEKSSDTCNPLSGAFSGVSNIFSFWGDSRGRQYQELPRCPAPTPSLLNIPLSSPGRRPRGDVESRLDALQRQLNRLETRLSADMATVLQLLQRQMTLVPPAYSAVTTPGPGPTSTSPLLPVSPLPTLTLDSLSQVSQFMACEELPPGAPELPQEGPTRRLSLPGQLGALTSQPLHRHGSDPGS
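U2OS cells transduced with wild-type KCNH2 virus are loaded with FluxOr dye for 45 min, and thallium flux is measured in kinetic reads before and after stimulation buffer. Rate constants are normalized to DMSO controls.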
Chronic BCR inh: blocks chronic active B-cell receptor signaling; actives 0.05% (n = 340,000); AID 493014; Potency, µM (titrated, usually from 46.1 µM), for the others: top-dose ratio change, negative = lower green/red ratio, actives largely listed as inhibitors; ABC-DLBCL IkBa-CBG/CBR reporter, luminescence ratio, 4 h; active means well fitted inhibition curve with a large enough effect in the signal ratio, with a control signal flat, not every such curve was filed as active; inconclusive means small, poorly fitted or top-dose-only effect, or effect the other way, or a change in a side signal; the % refers to the signal ratio;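 further: potency means the concentration at half of the fitted maximal effect; plate controls were basal doxycycline-induced cells for no effect and cells given 10 µM MG132 for full effect; MG132 reads +100%, hits lower the ratio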
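Concentration-response series (up to 46 uM) were applied to TMD8 dual-reporter cells for 4 h at 37C with doxycycline. Green/red ratio, after filter-overlap correction, defined %Activity; red signal alone was normalised to basal cells and zero luminescence.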
Menin MLL FP TR: inhibitors of human menin-MLL interaction, mutant MLL peptide; Menin + Texas Red MLL mutant peptide, fluorescence polarization; O00255; actives 0.23% (n = 270,000); Potency, µM (titrated, usually from 61.6 µM), for the others: at the top dose FP activity change, negative = inhibition, actives largely listed as inhibitors; AID 1768; active means well fitted inhibition curve with a large enough effect in the polarisation, with a control signal flat, not every such curve was filed as active; inconclusive means small, poorly fitted or top-dose-only effect, or effect the other way, or a change in a side signal; inactive means no such curve, though single readings can be large or run the other way; the % refers to the polarisation; further: potency means the concentration at half of the fitted maximal effect; % of control where 0% means no effect; many of its hits are not listed in these tables
MBNL1 CUG block: inhibitors of human MBNL1 binding to CUG repeat RNA. Q9NR56. TR-FRET MBNL1-His/biotin-(CUG)12 binding, 665/545 ratio. Potency, µM (highest dose often 57.5 µM), for inactives: at the top dose activity change, negative = inhibition, most hits filed as inhibitors. actives 0.036% (n = 280,000); active means well fitted inhibition curve with a large enough effect in the signal ratio, with a control signal flat, not every such curve was filed as active; inconclusive means small, poorly fitted or top-dose-only effect, or effect the other way, or a change in a side signal; inactive means no such curve, though single readings can be large or run the other way; the % refers to the signal ratio; further: potency means the concentration at half of the fitted maximal effect; on the % scale 0 is the no-effect control and ±100 the full control effect
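MBNL1-His + Biotin-(CUG)12, cpd titration 92 nM–58 uM; Tb anti-His Ab 0.055 ng/ul, SA-XL665 5 nM (final); 60 min RT; ratiometric 665/545 nm, Ex 340 nm; normalized to buffer and full-complex controls.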
S-ASM inh: inhibitors of human secretory acid sphingomyelinase; P17405; placental ASM, HMU-PC fluorogenic substrate, 60 min; Potency, µM (titrated, usually from 57.5 µM), without a hit: top-dose activity change, negative = inhibition, hits mostly inhibitors; actives 0.006% (n = 340,000); AID 504937; further: potency means the concentration at half of the fitted maximal effect
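Fluorogenic HMU-PC substrate (9 uM final) is turned over by placental ASM in 60 min at 37 C after a 10 min compound preincubation. Reaction ended by alkaline stop (pH 10), with fluorescence read at 386/447 nm.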
GALK inh: inhibitors of human galactokinase | Purified GALK, Kinase-Glo residual ATP luminescence | Potency, µM (top dose mostly 57.5 µM), without a hit: top-dose activity change, negative = inhibition, actives largely listed as inhibitors | P51570 | actives 0.007% (n = 270,000); further: potency means the concentration at half of the fitted maximal effect; on the % scale 0 is the no-effect control and ±100 the full control effect
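Compounds were pin-transferred into ATP buffer (35 uM final), then GALK plus galactose (5 nM, 100 uM final) was added. After 1 h at room temperature, Kinase-Glo Plus was added and luminescence read after 10 min.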
TSHR antagonist: blocks TSH signaling through the human TSH receptor; activity change, negative = inhibition, % at 11.5 µM; TSHR-expressing cells, TSH-stimulated cAMP HTRF, 2 h; stronger effect = lower value; P16473; actives 0.2% (n = 330,000);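 active means activity change below a set negative limit, meaning inhibition stronger than a set level, cut at about -70% in these data; inconclusive means activity change between two set negative limits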; further: on the % scale 0 is the no-effect control and ±100 the full control effect
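Competitive HTRF cAMP read-out (cryptate anti-cAMP antibody, cAMP-d2; 30 min, room temperature) in freshly harvested TSHR cells. Compounds added before TSH at EC80 (4nM final), followed by 2 hours' incubation at 37 deg C.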
Mito fusion act: blocks mitochondrial division or promotes mitochondrial fusion. Potency, µM (highest dose often 46.1 µM), for the others: at the top dose growth rescue (activation), usual class: activators. S. cerevisiae fusion-defective mutant growth rescue, CellTiterGlo 48 h. actives 0.23% (n = 320,000);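 further: potency means the concentration at half of the fitted maximal effect; % of control where 0% means no effect; nearly all actives have a fitted effect of over 45% in size; temperature-sensitive fusion mutants such as fzo1-1 at 37 °C on non-fermentable ethanol glycerol medium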
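Growth-rescue viability read-out: after 48 h at the non-permissive 37C in glycerol/ethanol YPEG, yeast mitochondrial fusion mutants are measured by CellTiterGlo luminescence; compounds (23 nl pinned per well) restoring growth score as division inhibitors or fusion activators.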
PKM2 act: increases activity of human pyruvate kinase M2; P14618; purified PKM2, Kinase-Glo ATP luminescence, activation; response scale: 0% is enzyme alone, no compound; Potency, µM (top dose mostly 57.5 µM), without a hit: at the top dose activation, most hits filed as activators; actives 0.34% (n = 260,000); AID 1631; further: potency means the concentration at half of the fitted maximal effect; on the % scale 0 is the no-effect control and ±100 the full control effect; nearly all actives have a fitted effect of over 55% in size
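Purified hPK-M2 (>95% pure) converted ADP (0.1 mM final) to ATP with 0.5 mM PEP in 50 mM imidazole pH7.2, KCl, MgCl2, Tween 20, BSA; 1 h at room temperature. ATP detected by Kinase-Glo luminescence.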
USP2a block: blocks human ubiquitin-specific protease USP2a; USP2 core, Ub-CHOP2 coupled fluorogenic reporter, 485/531; O75604; actives 0.01% (n = 330,000); AID 463254; Potency, µM (doses to about 38.3 µM), for the others: at the highest dose activity change, negative = inhibition, usual class: inhibitors;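 further: potency means the concentration at half of the fitted maximal effect; plate controls were DMSO wells for no effect and full inhibition by NEM control for full effect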
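USP2 core (10nM final) preincubated 30min RT with compound in 20mM Tris-HCl pH 8.0, 2mM CaCl2, 2mM beta-mercaptoethanol, 0.05% CHAPS; 25nM Ub-CHOP2 plus 25nM reporter substrate added, fluorescence (Ex485/Em531) read after 60min.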
* marks the source's active call; other numbers are inactive results; i = inactive; ? = inconclusive; / = no result given; [ ] = remark or other dose. Unless noted, the call rests on the fitted dose curve; in most records, active means well fitted curve in the direction sought with a large enough effect; inconclusive means small, poorly fitted or top-dose-only effect, or another doubt; inactive means no such curve, though single readings can be large; an effect the other way counts as inactive or inconclusive. These rows are one share of the data, so the mix of outcomes need not match the whole.

SMILES	Eya2 phos inh	KCNH2 WT inh	Chronic BCR inh	Menin MLL FP TR	MBNL1 CUG block	S-ASM inh	GALK inh	TSHR antagonist	Mito fusion act	PKM2 act	USP2a block
CC(=O)Nc1ccc(C(=O)Nc2ccc(S(=O)(=O)N3CCOCC3)cc2)cc1	-9.2%	-0.5	-1.0%	16.2%	-6.5%	-2.6%	4.9%	-5.0	-1.6%	0.7%[11.5 µM]	0.9%
CCOc1ccc(-c2cc(N)n(S(=O)(=O)c3ccc(OC)c(OC)c3)n2)cc1	4.9%	-1.6	?	?	3.4%	-10.6%	1.8%	1.9	3.2%	5.5%	1.3%
CN1CCN(C(=S)c2cn(Cc3ccccc3)c3ccccc23)CC1	-3.8%	28.5	6.5%	-10.8%	0.5%	-1.4%	-0.2%	-3.2	-8.6%	-1.4%	1.8%
CC1CCC(NC(=O)Cn2c(=O)[nH]c3ccsc3c2=O)CC1 (stereo not drawn)	-0.1%	10.7	-8.7%	16.1%	-4.0%	2.8%	0.9%	1.4	0.9%	-1.5%	0.0%
O=C(N1CCOCC1)N1CCN(c2nc(-c3ccc(F)cc3)cs2)CC1	-4.9%	/	1.9%	-6.2%	3.7%	-1.2%	-4.3%	-12.9	1.3%	-4.6%	0.7%
CC(=O)Nc1ccc(/C=C/c2noc(-c3ccccc3O)n2)cc1	0.3%	-4.8	-3.5%	?	18.4%	8.1%	1.5%	0.9	1.2%	/	2.8%
CC(C)CCn1c(Sc2nc3ccccc3s2)nc2c1c(=O)[nH]c(=O)n2C	0.9%	-2.9	?	-5.5%	13.0%	-4.0%	2.0%	-10.6	27.7%	-1.6%	-0.3%
Cc1cccc(C)c1NC(=O)CNC(=O)c1cccnc1	-4.3%	-1.4	1.7%	/	-1.7%	1.4%	-4.3%	14.9	1.2%	0.2%	-0.8%
CCOc1ccc(S(=O)(=O)c2c(C(=O)c3ccc(C)cc3)cnc3cc4c(cc23)OCCO4)cc1	2.8%	-8.4	13.8%	-2.3%	?	21.1%	-0.7%	46.2	7.0%	-16.1%	-15.0%
Cc1nc(-c2cccc(S(=O)(=O)N3CCCCC3)c2)cs1	?	-6.3	9.5%	/	5.7%	0.1%	-1.2%	-3.2	-1.1%	3.0%	1.0%
Cn1c(=O)c(C(=O)CSc2nncs2)c(N)n(Cc2ccccc2)c1=O	-4.8%	5.7	5.5%	-2.3%	1.3%	-1.1%	1.0%	-15.8	1.0%	6.2%	-0.5%
Cc1c(NC(=O)c2ccco2)cccc1C(=O)NN1C(=O)c2ccccc2C1=O	7.5%	-3.0	-9.5%	6.8%	25.4%	3.5%	1.7%	3.6	-6.5%	-5.9%	4.2%
COC(=O)C1=C(N)N(c2ccccc2C(F)(F)F)C2=C(C(=O)CCC2)C1c1ccc2c(c1)OCO2 (stereo not drawn)	-5.0%	1.0	1.2%	19.6%	1.5%	0.6%	0.2%	6.6	5.7%	0.0%	2.3%
CC(=O)c1cccc(NCC(=O)Nc2cccc(S(=O)(=O)N3CCCCC3)c2)c1	-24.6%	3.3	-3.1%	/	/	5.3%	/	-17.5	1.1%	/	2.0%
O=C(NCCCn1ccnc1)c1cc([N+](=O)[O-])cc([N+](=O)[O-])c1	0.9%	-1.1	0.2%	7.1%	?	2.2%	-2.2%	14.0	-4.4%	-7.4%	4.4%
COC(=O)c1ccc(/C=N/OCC(=O)NCc2ccc(F)cc2)cc1	-15.1%	-7.0	-8.1%	-3.6%	3.6%	-3.7%	0.1%	1.1	11.7%	/	-1.8%
CC1(C)CC(C(CC(=O)O)c2ccccc2)CCO1 (stereo not drawn)	7.8%	-7.0	1.7%	-1.7%	-4.7%	6.0%	7.0%	3.0	0.6%	-2.3%	1.5%
COc1cc(/C=C/C(=O)OCC(=O)NCc2ccc(F)cc2)ccc1O	-8.8%	2.8	?	/	/	0.8%	/	-3.2	/	/	-0.3%
Cc1ccccc1OCC(=O)N/N=C/c1cn(C)c2ccccc12	-29.9%	-2.9	-5.5%	/	4.5%	-20.9%	0.0%	-2.3	-1.7%	-1.8%	2.6%
COc1ccnc(CSC(N)=Nc2cccc(C(F)(F)F)c2)c1	8.0%	-3.5	?	5.8%	15.8%	74.6%[activator]	/	5.5	?	19.2%	2.5%
COc1ccccc1N1C(=O)CCC1(C#N)c1ccccc1 (stereo not drawn)	/	-0.4	/	-19.6%	6.7%	4.0%	0.2%	/	4.3%	-0.4%	/
N#Cc1cccc(C(=O)OCC(=O)NC(=O)NC2CCCCC2)c1	0.8%	-5.6	-0.1%	/	/	0.9%	/	2.9	-1.9%	/	1.5%
COC(=O)c1ccc(C2C(C#N)=C(N)Oc3cc(C)n(C)c(=O)c32)cc1 (stereo not drawn)	-21.5%	-23.2	8.7%	-18.1%	?	0.8%	0.4%	5.4	-1.9%	8.4%	3.0%
Cc1ccccc1OCC(=O)OC1CCN(C)CC1	-5.0%	-7.8	-8.9%	-8.8%	-1.0%	3.3%	0.5%	-1.3	14.4%	-16.8%	2.4%
C[C@]12c3[nH]c4ccccc4c3CCN1C(=O)C(CC(=O)NCc1ccco1)C[C@@H]2C(=O)N1CCCCC1 (stereo partly drawn)	-17.7%	-25.0	-6.0%	/	/	4.1%	/	-12.8	/	/	3.9%
O=C(CSc1nnc(-c2ccccn2)n1-c1ccc(Cl)cc1)Nc1ccc2c(c1)OCO2	5.5%	10.1	?	-6.0%	-1.7%	-0.1%	-2.1%	9.6	-0.4%	-22.2%	-0.2%
CCOc1ccc(Cl)cc1CSc1ncn[nH]1	0.9%	i	-0.6%	1.3%	-8.5%	-2.0%	0.2%	-0.9	26.0%	-11.8%	1.0%
CC1CCCN(CC(O)CN)C1 (stereo not drawn)	3.5%	-7.1	-12.6%	-8.3%	-6.1%	-1.3%	2.0%	29.3	1.3%	-9.9%	2.5%
Cn1c(=N)n(CC(=O)O)c2ccccc21	11.0%	8.2	0.4%	16.8%	-18.4%	5.1%	0.1%	5.8	0.2%	-17.5%	0.2%
Cc1cc(NC(=O)CCC(=O)N(c2ccccc2)C(C)C(=O)NC2CCCC2)no1 (stereo not drawn)	-2.4%	9.6	6.4%	-3.1%	-4.6%	0.7%	-4.2%	10.2	2.5%	/	-1.8%
COc1ccc(/C=C/C(=O)Nc2nnc(C(C)C)s2)cc1OC	12.8%	-10.2	0.7%	/	5.2%	28.6%	/	-7.4	-6.0%	1.4%	-1.7%
C#CCN1C(=O)C(O)(c2c(C)[nH]c3ccccc23)c2ccccc21 (stereo not drawn)	3.5%	0.4	4.5%	9.5%	-9.5%	3.2%	5.9%	24.1	-0.9%	-3.2%	4.4%
O=C(CCc1nc(-c2ccccc2)c(-c2ccccc2)o1)OCc1ccc(Br)cc1	-18.8%	-2.6	-7.1%	0.0%	11.3%	1.7%	0.9%	2.0	0.2%	-3.3%	1.8%
CC(=O)Nc1ccc(NC(=O)CCC(=O)OCC(=O)c2ccc(C)c([N+](=O)[O-])c2)cc1	-7.9%	-3.4	6.7%	2.0%	8.4%	-2.6%	0.3%	6.4	-7.8%	-1.8%	1.5%
COc1ccc(CCNC(=O)c2ccc3c(c2)N(Cc2ccc(F)cc2)CCS3)cc1OC	3.2%	-3.6	7.0%	3.1%	17.6%	437.5%[activator]	8.0%	-4.4	-2.8%	0.5%	-1.1%
CC(C)S(=O)(=O)c1csc(NC(=O)Nc2cc(Cl)ccc2Cl)c1Cl	5.0%	3.9	?	/	-18.1%	-25.2%	/	-3.4	16.3%	4.5%	-0.7%
CCCC(CCC(=O)NC1CCCCC1)C(=O)O (stereo not drawn)	4.5%	-8.7	2.6%	-2.3%	-0.8%	-1.0%	-4.7%	-8.0	-4.1%	-0.2%	-0.5%

Compound activity deposited in PubChem by National Center for Advancing Translational Sciences (NCATS).
